ADAM10 inh – ADAM10 inhibition, QFRET primary screen; recombinant ADAM10, EDANS/DABCYL FRET peptide cleavage, 3 h; inhibition, % at 7 µM; O14672; 370,000 compounds, 0.62% hits;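 active means inhibition above a per-campaign cutoff equal to the mean of compounds falling between control-based bounds plus 3 SD, cut at about 20% in these data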;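 further: 0% = DMSO wells while the 100% control is not disclosed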
FXN GAA850 act – frataxin GAA850 promoter activation | 360,000 compounds, 0.56% hits | activation, % at 6 µM | HEK293 lucGAA850 FXN promoter luciferase reporter, 24 h; percent of 10 µM SAHA response | AID 540364;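 active means activation above the average of all compounds screened plus 3 SD, cutoff fixed separately per campaign, cut at about 7.5% in these data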;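 further: 0% = DMSO wells and 100% = 10 µM SAHA wells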
DAX1 inh-1 – inhibits human nuclear receptor DAX1 | P51843 | HEK293 Gal4-DAX1 luciferase reporter, luminescence | inhibition, % at 6.75 µM | 340,000 compounds, 0.99% hits | AID 504766;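 active means inhibition above the mean over all tested compounds plus 3 SD, cut at about 4.2% in these data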;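 further: 0% = DAX1-transfected cells with DMSO and 100% = empty-vector control cells with DMSO; inhibition shows as a rise in luminescence from relieved DAX1 repression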
SMARCA2 act – increases SMARCA2 function in MMTV reporter cells. MG213 cells, MMTV-luciferase reporter, dexamethasone, overnight. activation, % at 9.1 µM. 370,000 compounds, 1% hits; in the data active means activation above about 7.8%;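 further: 0% = vehicle wells and 100% = reference activator wells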
hcDAF-12 act – activators of H. contortus DAF-12 nuclear receptor; HEK293 hcDAF-12 lit1-tk-luc reporter, luminescence; 0% DMSO, 100% Δ7-dafachronic acid; activation, % at 6.8 µM; 370,000 compounds, 1.4% hits; AID 652067;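 active means activation above the mean of all tested compounds plus 3 SD, cut at about 5.5% in these data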;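 further: 100% = response to 3 µM Δ7-dafachronic acid high control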
HGIII-sPLA2 inh – Inhibits HGIII-sPLA2 liposome hydrolysis, primary screen; Q9NZ20; QFRET BODIPY PC-A2 liposome hydrolysis, fluorescence; inhibition, % at 12.2 µM; 370,000 compounds, 0.56% hits; AID 743126;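 active means inhibition above mean plus 3 SD of compounds lying within the high and low control bounds, cut at about 19% in these data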;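 further: 0% = median of test compound wells and 100% = no enzyme DMSO wells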
ssDAF-12 act – S. stercoralis DAF-12 activation, primary screen. HEK293 ssDAF-12/GRIP1 lit1-tk-luc reporter, luminescence; % of 3 µM dafachronic acid response. activation, % at 6.8 µM. 370,000 compounds, 1% hits;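 active means activation above the mean over all tested compounds plus 3 SD, cut at about 0.9% in these data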;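 further: 0% = DMSO-only wells and 100% = 3 µM delta7-dafachronic acid wells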
hgDAF12 agonist – hgDAF-12 agonism, primary luciferase screen | HEK293 GAL4-hgDAF12 UAS-luciferase reporter, agonist luminescence; normalized to butyrate control | activation, % at 6.8 µM | 370,000 compounds, 1.8% hits;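 active means activation above a cutoff set at the mean of all screened compounds plus 3 SD, cut at about 10% in these data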;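 further: 0% = DMSO wells and 100% = sodium butyrate wells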
GC-A act – GC-A (human) enzyme activation; HEK293 GC-A cells, cGMP TR-FRET, EC30 ANP; 0% at EC30 ANP, 100% saturating ANP; activation, % at 10 µM; 370,000 compounds, 0.14% hits; in the data active means activation above about 40%
GC-B act – GC-B (human) receptor activation. HEK293-GC-B cells, CNP EC30, cGMP TR-FRET; 0% at EC30 CNP, 100% saturating CNP. P20594. 370,000 compounds, 0.11% hits. AID 1920062. activation, % at 10 µM;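 active means activation at 10 µM reaching about 35% in either raw or pattern-adjusted values, limit read from the data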
Target sequence (P20594 whole entry, looked up): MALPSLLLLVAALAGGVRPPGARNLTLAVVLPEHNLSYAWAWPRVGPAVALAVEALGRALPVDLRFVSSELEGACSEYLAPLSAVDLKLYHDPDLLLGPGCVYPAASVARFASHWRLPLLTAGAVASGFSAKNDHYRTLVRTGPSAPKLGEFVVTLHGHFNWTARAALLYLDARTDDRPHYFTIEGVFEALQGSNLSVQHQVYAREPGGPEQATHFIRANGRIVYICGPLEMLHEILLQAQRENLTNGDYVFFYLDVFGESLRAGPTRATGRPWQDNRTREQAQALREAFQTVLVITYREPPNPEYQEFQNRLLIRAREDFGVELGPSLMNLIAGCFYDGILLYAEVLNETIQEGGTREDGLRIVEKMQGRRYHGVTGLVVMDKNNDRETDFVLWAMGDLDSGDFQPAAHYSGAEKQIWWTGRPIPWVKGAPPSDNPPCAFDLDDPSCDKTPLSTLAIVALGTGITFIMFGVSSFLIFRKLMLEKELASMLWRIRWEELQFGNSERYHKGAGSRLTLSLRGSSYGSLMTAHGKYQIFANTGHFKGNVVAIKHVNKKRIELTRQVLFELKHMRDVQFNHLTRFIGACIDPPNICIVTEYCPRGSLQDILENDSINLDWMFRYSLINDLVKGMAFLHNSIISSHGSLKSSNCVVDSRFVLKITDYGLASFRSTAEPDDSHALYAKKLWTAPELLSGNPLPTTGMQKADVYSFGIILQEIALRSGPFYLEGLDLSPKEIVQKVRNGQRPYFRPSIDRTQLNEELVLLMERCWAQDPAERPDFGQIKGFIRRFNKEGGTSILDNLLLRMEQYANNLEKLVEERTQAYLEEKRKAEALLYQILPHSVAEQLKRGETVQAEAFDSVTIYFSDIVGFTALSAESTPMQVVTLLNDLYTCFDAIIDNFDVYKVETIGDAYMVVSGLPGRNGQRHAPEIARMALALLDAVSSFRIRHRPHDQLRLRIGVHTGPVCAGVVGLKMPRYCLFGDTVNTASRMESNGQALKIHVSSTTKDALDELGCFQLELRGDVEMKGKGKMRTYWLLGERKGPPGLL
DAX1 inh-2 – DAX1 (NR0B1) inhibition, primary screen; AID 652010; inhibition, % at 6.8 µM; HEK293T StAR-luciferase reporter, SF-1/DAX-1 repression relief; 370,000 compounds, 1.1% hits;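 active means inhibition above the mean over all tested compounds plus 3 SD, cut at about 3.6% in these data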;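 further: 0% = DAX-1 cells with DMSO and 100% = cells lacking DAX-1 with DMSO; higher inhibition means more luminescence from relief of DAX-1 repression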
Numbers without * were called inactive; i = inactive; · = not tested or not shown.

SMILES	ADAM10 inh	FXN GAA850 act	DAX1 inh-1	SMARCA2 act	hcDAF-12 act	HGIII-sPLA2 inh	ssDAF-12 act	hgDAF12 agonist	GC-A act	GC-B act	DAX1 inh-2
CCN(CC)CCC(O)(c1ccccc1)C1CCCCC1 (centres undefined)	-1	0.9	0.2	-2	0.8	0	-1.0	2.3	-33	-18	-0.3
COc1ccccc1NC(=O)CN(c1ccccc1C)S(C)(=O)=O	8	1.2	2.2	1	3.5	-6	-0.4	2.6	-1	5	-0.8
Cc1cccc(NC(=O)c2oc3c(c2C)C(=O)CC(C)(C)C3)n1	-10	3.3	-0.4	0	-0.3	5	-1.7	-1.3	-3	-2	-1.4
COc1ccc(NC2=NC3(CCCCC3)N=C(N)N2)cc1	-2	-2.3	-0.3	-4	-1.4	5	-1.4	1.2	3	3	-0.1
CC(Sc1nc(C2CC2)n(-c2ccccc2)n1)C(=O)c1c(N)n(C)c(=O)n(C)c1=O (centres undefined)	-10	0.8	0.5	-2	-1.8	4	-1.4	-2.7	0	-1	0.0
Fc1ccccc1CN1CCCN(C(=S)Nc2cccc(Cl)c2)C1	3	0.5	-0.5	-2	0.3	0	-1.7	4.2	-1	-14	-0.1
CCOc1ccc(Cl)cc1S(=O)(=O)NCc1cccnc1	-5	0.9	1.9	-1	-1.1	5	-1.3	0.8	-1	1	-0.6
CCOC(=O)c1sc(C)c2c1NC(C)(c1cccc3ccccc13)NC2=O (centres undefined)	-90	4.2	-0.8	1	-1.6	-1	-1.0	-0.8	-6	-4	-1.1
O=C(c1ccc(Oc2ccccc2)cc1)C1CCCN(C(=O)c2cnccn2)C1 (centres undefined)	5	-0.2	0.1	-3	-0.4	-1	-1.2	0.5	-3	-3	-0.8
CNC(=S)N/N=C(\C)c1ccc(N2CCOCC2)cc1	-28	-2.9	-1.3	3	4.8	3	-1.2	0.0	0	0	-2.3
COc1cc(NC(=O)NNC(=O)c2cc3occc3n2C)cc(OC)c1OC	-6	3.0	2.2	0	-3.1	1	-1.2	2.4	1	-2	-0.6
CCCN(CCC)CCCNC(=O)c1cc2c(=O)[nH]c3ccccc3c2s1	i	0.4	0.1	-1	-1.9	-7	-0.8	1.0	8	0	0.3
CC1(C)C(c2ccco2)=[N+]([O-])C2(CCCCC2=O)N1O (centres undefined)	-4	-1.2	0.0	-3	-1.6	1	-0.8	-0.5	-5	1	0.2
COc1cccc(-c2noc(CCC(=O)N3CCN(c4cc(C)ccc4C)CC3)n2)c1	10	-0.8	-0.5	-2	0.1	-2	-1.5	3.4	2	5	-0.3
O=C(O)/C=C/C(=O)Nc1ccc(S(=O)(=O)Nc2nccs2)cc1	8	0.1	-0.6	-2	0.4	-4	-0.9	3.9	1	7	-0.6
Cn1c(=N)n(CC(=O)c2cccs2)c2ccccc21	-6	6.9	4.0	2	15*	-5	0.8	17*	-1	0	6.0*
CC(=O)c1ccc(NC(=O)CN2CCN(S(=O)(=O)c3ccc4ccccc4c3)CC2)cc1	1	0.2	0.4	0	-0.3	-16	0.0	-2.2	6	-2	-0.5
Cc1cccc(NC(=O)c2sc3nc(N)c(C#N)cc3c2N)c1	-18	6.1	0.1	3	-0.5	10	0.4	21*	15	-2	2.7
O=C(NCc1ccccn1)c1cc(-c2ccccc2)nc2ccccc12	-5	4.0	-0.6	0	-1.6	-4	-0.8	-0.9	2	4	-0.2
Cc1nn(-c2ccccc2)c2c1/C(=N/O)CC(C)(C)C2	7	0.3	0.7	-1	-0.7	5	-1.8	0.6	4	2	0.7
O=C(Cn1nc(C(F)(F)F)c2c1CCCC2)NCc1ccco1	-1	-1.4	-1.0	-1	-0.7	-1	-1.3	1.1	3	0	0.9
O=C(Nc1ccc(-c2nc3ccccc3s2)cc1)c1cc(-n2cnnc2)ccc1Cl	-29	-3.3	-5.0	-4	-6.6	-19	-3.0	-11	0	3	-4.1
CC(C)CC(NS(=O)(=O)c1ccc2c(c1)oc(=O)n2C)C(=O)N1CC=C(c2ccccc2)CC1 (centres undefined)	-27	-0.6	0.1	1	-0.1	1	-1.2	-0.2	12	3	-0.4
CSCCC(NC(=O)c1ccccc1Cl)C(=O)NNC(=O)c1ccncc1 (centres undefined)	-5	0.2	-0.9	1	-0.6	10	-0.9	-1.1	2	-1	0.0
COc1ccc(Br)cc1CN(C)CC(=O)Nc1c(Cl)ccc(C)c1Cl	2	2.2	-1.0	8.1*	-0.6	-1	-1.5	-2.8	2	3	-0.5

Entries from the list above with fluorine (2):
SMILES	ADAM10 inh	FXN GAA850 act	DAX1 inh-1	SMARCA2 act	hcDAF-12 act	HGIII-sPLA2 inh	ssDAF-12 act	hgDAF12 agonist	GC-A act	GC-B act	DAX1 inh-2
Fc1ccccc1CN1CCCN(C(=S)Nc2cccc(Cl)c2)C1	3	0.5	-0.5	-2	0.3	0	-1.7	4.2	-1	-14	-0.1
O=C(Cn1nc(C(F)(F)F)c2c1CCCC2)NCc1ccco1	-1	-1.4	-1.0	-1	-0.7	-1	-1.3	1.1	3	0	0.9

(continued)
SMILES	ADAM10 inh	FXN GAA850 act	DAX1 inh-1	SMARCA2 act	hcDAF-12 act	HGIII-sPLA2 inh	ssDAF-12 act	hgDAF12 agonist	GC-A act	GC-B act	DAX1 inh-2
Cc1c(-c2ccc(OCCN3CCCCC3)cc2)c(=O)oc2ccc3ccccc3c12	-28	1.3	0.9	-1	-0.2	3	-0.7	-1.1	2	0	0.3
O=C(COC(=O)/C=C/c1cccc(Cl)c1)NCc1cccs1	-3	2.9	0.0	0	0.7	-6	-1.2	0.8	-1	-1	0.3
COc1ccc(-n2c(=S)[nH]c3cc(C(=O)NCCCN4CCCC4=O)ccc3c2=O)cc1	4	1.3	0.3	-1	-2.2	3	-1.1	-0.3	0	3	-1.1
COc1ccc(C(=O)N2CCN(c3ccc(C)cc3)CC2)cc1OC	2	0.9	1.1	-1	3.8	2	-1.2	-3.2	1	-3	-0.6
COC(=O)C1(C(=O)OC)Sc2ccccc2C1=O	-46	0.9	0.2	-3	2.0	-1	-0.1	-1.8	4	5	1.0
COc1ccccc1N1CCN(C(=O)C2CCN(S(=O)(=O)c3ccccc3F)CC2)CC1	-13	0.1	-0.6	-3	-0.3	8	-0.8	-1.0	0	4	-1.9
Cc1ccc(CCNC(=O)CC2Oc3ccc(C)cc3NC2=O)cc1 (centres undefined)	-16	-3.1	11*	0	-0.5	4	-1.0	2.5	-3	-1	0.6
Cc1cc(C)n(CC(=O)N/N=C/c2ccc(C)o2)n1	-3	-1.1	-0.6	-2	0.6	14	-0.9	0.0	-3	-2	0.1
COc1ccc(C(=O)NC2(C(F)(F)F)C(=O)N(Cc3ccco3)C3=C2C(=O)CC(C)(C)C3)cc1OC (centres undefined)	9	-1.7	0.8	-4	1.9	-2	-1.1	1.8	-3	-3	0.5
CC(C)(C)OC(=O)NCCc1onc(-c2ccccc2F)c1C(=O)O	5	-1.4	0.9	-2	-0.7	-2	-0.8	1.3	4	4	0.1
CCN(C(=O)COC(=O)Cc1cccc2ccccc12)C1CCS(=O)(=O)C1 (centres undefined)	-5	1.1	-0.2	-3	0.1	13	-0.5	-3.5	2	-1	-1.1
CCOC(=O)c1ccc(N=CC2=C(O)CC(C)(C)CC2=O)cc1	-4	-2.0	0.8	1	0.6	3	-0.2	-0.1	-1	7	0.1
Cc1cc(NC(=O)c2ccc3c(c2)C(=O)N(CC(C)C)C3=O)no1	-4	1.7	-1.6	-1	-0.3	14	-0.1	0.1	-2	-1	-0.3
COCCCn1c(C(=O)NCCN2CCOCC2)cc2c(=O)n3cccc(C)c3nc21	i	1.5	0.4	0	-1.4	4	-0.7	-0.8	9	-8	-1.2
Nc1ncnc2nc(SCc3ccc(Cl)cc3Cl)[nH]c12	-6	5.6	1.2	1	1.2	-20	-1.0	0.7	-3	-7	-0.5
Cc1ccc(-n2c(Cc3cccn3C)nnc2SCC(=O)NCc2ccco2)cc1	2	0.5	-0.7	0	-1.4	-18	-1.3	1.8	-3	4	0.9
Cc1ccc(-n2c(C)cn(C(=O)c3ccccc3)c2=S)cc1	-12	3.3	0.9	1	0.0	-7	-1.6	1.1	0	6	-1.0
COC(=O)[C@]12C[C@H](CC(=O)N3CCSCC3)C(=O)N(Cc3ccccc3)C1=C[C@H](C(C)C)O[C@@H]2C1CC1	-1	·	·	-3	-0.8	12	-0.7	0.4	-2	-4	-0.3
CCOC(=O)[C@]12CCCC=C1N(CCc1ccc(OC)c(OC)c1)C(=O)[C@H](CC(=O)N1CCSCC1)C2	-1	·	·	2	1.6	4	-0.5	1.1	2	1	0.4
O=C(Nc1ccccc1NC(=O)c1ccco1)c1ccco1	-6	-1.5	0.7	-8	-1.8	-1	-0.8	-0.3	5	3	-0.6
O=C(NCc1cccs1)C1CCCN1C(=O)NC1CCCCC1 (centres undefined)	-4	-1.1	0.0	1	-2.1	9	-0.4	1.9	-1	1	-0.1
COc1ccc(N2CCN(C(=O)COC(=O)CCc3ccccc3OC)CC2)cc1	4	1.4	-0.1	6	-0.5	1	-1.2	-1.8	0	6	1.1
CCOC(=O)c1c(S(=O)(=O)NCc2ccc(OC)cc2)c(C)n(C)c1C	3	1.9	0.0	0	-1.7	-3	-1.3	-0.1	0	-2	-0.1
COc1ccc(N2CCN(C(=O)CN3C(=O)NC(c4ccc(OC)cc4)(c4ccc(OC)cc4)C3=O)CC2)cc1	17	0.7	-0.4	0	-0.5	-6	-1.5	-1.3	-2	-6	-2.8
COCc1cc(=O)n2[nH]c(-c3ccccc3)cc2n1	-81	4.4	-0.2	3	3.3	8	-0.1	2.1	0	-1	1.5
(listing goes on)
SMILES	ADAM10 inh	FXN GAA850 act	DAX1 inh-1	SMARCA2 act	hcDAF-12 act	HGIII-sPLA2 inh	ssDAF-12 act	hgDAF12 agonist	GC-A act	GC-B act	DAX1 inh-2
COc1ccc2c(c1)OC[C@H]1[C@H]2N2C(=O)c3ccc(C)cc3NC(=O)[C@@]2(C)[C@H]1c1ccccc1	16	-6.8	0.1	1	0.7	40*	-0.7	3.5	-2	7	0.3
O=c1[nH]cc(C(F)(F)F)cc1NS(=O)(=O)c1ccccc1[N+](=O)[O-]	1	-0.1	0.9	-2	-0.2	-9	-1.1	0.4	1	1	0.5
Cc1ccc(S(=O)(=O)N(C)C[C@@H]2Oc3ccc(NC(=O)Nc4cccc5ccccc45)cc3C(=O)N([C@H](C)CO)C[C@H]2C)cc1	-47	-2.0	-0.4	-1	-1.1	-39	-1.2	-2.0	1	0	-0.8
COC(=O)C(Cc1ccc(O)cc1)NC(=O)CCOc1ccc(OC)cc1 (centres undefined)	2	0.4	0.1	-1	-1.7	3	0.0	3.7	0	2	0.6
COc1cccc(-n2c(SCC(=O)N3CCOCC3)nc3c([nH]c4ccccc43)c2=O)c1	-5	0.3	-0.7	-3	4.0	-6	0.8	0.1	4	1	-0.1
COc1ccc(C(=O)CCC(=O)NCCc2c[nH]c3ccccc23)cc1OC	-2	0.9	-0.8	-2	0.8	-16	-1.0	1.7	0	-2	-0.3
CN(Cc1cccc(Cl)c1)C(=O)C1CSC2(C)CCC(=O)N12 (centres undefined)	-6	0.2	-0.1	0	-1.6	4	-1.1	0.1	1	7	-0.9

Screens: PubChem, several laboratories

Compounds were not picked by outcome. Share with any hit: about 6.6%.
